PvdQ inh = P. aeruginosa PvdQ acylase inhibition; purified PvdQ acylase, fluorescence plate reader; inhibition, % at 10 µM; 0.063% of 340,000 active; in the data active = inhibition above about 30%, passing the limit was not always enough;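 also: 0% = vehicle neutral wells and 100% = reference inhibitor wells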
Tat transport = E. coli Tat transport inhibition | E. coli MC4100 TorA-mCherry Tat export, fluorescence | inhibition, % at 10 µM | 0.036% of 340,000 active | AID 488895;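 active = mean replicate inhibition at least 50% and at least half of replicates individually reaching 50%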;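 also: exported cargo escapes ClpAP degradation while cytoplasmic cargo is degraded and loses fluorescence; 0% = median of neutral control wells and 100% = median of NaSCN control wells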
AddAB inh = less growth of phage-infected E. coli with AddAB; E. coli expressing H. pylori AddAB, absorbance growth; inhibition, % at 11.9 µM; 0.29% of 330,000 active; AID 435030; in the data active = inhibition above about 12%;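 also: 0% = vehicle wells of infected cells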
CAL PDZ FP = human CAL PDZ-peptide interaction inhibition; purified CAL PDZ, TMR-peptide fluorescence polarization, 1 h; inhibition, % at 20 µM; 0.02% of 330,000 active; AID 504414;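 active = highest replicate inhibition of at least 40%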;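 also: plate controls were DMSO neutral control wells for no effect and unlabeled competitor peptide control wells for full effect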
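Material: tagged CAL PDZ protein CerCALP, purified; buffer or medium: sodium phosphate/NaCl buffer pH 7.4 with TCEP, IgG, Thesit; also added: fluorescent TMR peptide probe; schedule: 1 h incubation at room temperature before polarization reading; technique: fluorescence polarization from S- and P-plane intensities, G-factor corrected; control set: unlabelled peptide and DMSO controls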
DAGLB inhibitor = diacylglycerol lipase beta (human) inhibition. HEK293T DAGLB membrane lysate, EnzChek fluorogenic substrate. inhibition, % at 5.17 µM. 0.059% of 340,000 active. AID 504411; in the data active = inhibition above about 34%;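 also: 0% = enzyme with vehicle and 100% = wells lacking enzyme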
Target sequence (Q8NCG7 whole entry, looked up): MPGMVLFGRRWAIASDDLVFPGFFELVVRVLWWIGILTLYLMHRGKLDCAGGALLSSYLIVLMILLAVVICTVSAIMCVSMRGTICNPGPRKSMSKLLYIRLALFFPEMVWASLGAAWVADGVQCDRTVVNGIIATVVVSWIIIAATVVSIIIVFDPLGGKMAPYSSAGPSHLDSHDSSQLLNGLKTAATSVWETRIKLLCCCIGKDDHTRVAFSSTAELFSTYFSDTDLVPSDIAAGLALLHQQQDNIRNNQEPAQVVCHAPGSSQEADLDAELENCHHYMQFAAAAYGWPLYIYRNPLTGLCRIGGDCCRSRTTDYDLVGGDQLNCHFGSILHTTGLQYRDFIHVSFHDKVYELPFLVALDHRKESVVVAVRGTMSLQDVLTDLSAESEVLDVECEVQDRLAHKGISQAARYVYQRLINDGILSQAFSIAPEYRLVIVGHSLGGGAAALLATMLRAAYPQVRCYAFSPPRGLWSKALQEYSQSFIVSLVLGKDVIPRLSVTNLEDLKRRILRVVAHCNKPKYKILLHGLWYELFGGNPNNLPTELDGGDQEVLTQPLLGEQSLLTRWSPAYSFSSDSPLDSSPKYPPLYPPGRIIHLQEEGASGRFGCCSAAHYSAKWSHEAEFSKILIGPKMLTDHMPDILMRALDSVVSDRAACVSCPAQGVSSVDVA
E coli growth = reduces bacterial viability in AddAB counter-screen; E. coli V3065 growth, OD600 absorbance, 18 h; inhibition, % at 11.9 µM; 0.27% of 330,000 active; AID 449728;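 active = inhibition above the campaign's mean inhibition across all tested compounds plus 3 SD, cut at about 9.9% in these data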;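 also: uninfected addAB+ strain grown without phage in ampicillin broth; 0% = DMSO wells and 100% = ciprofloxacin 0.95 µg/ml wells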
Wnt act = Wnt/beta-catenin pathway activation | Wnt/beta-catenin reporter cell assay, activator, plate reader | activation, % at 9.35 µM | 1.2% of 300,000 active; in the data active = activation above about 30%, passing the limit was not always enough;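 also: 0% = neutral control wells and 100% = positive control wells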
phage Ecoli inh = E. coli growth loss with phage present | growth absorbance | inhibition, % at 11.9 µM | 0.26% of 360,000 active; in the data active = inhibition above about 11%
PfHsp90 set2 = inhibits growth of yeast expressing Plasmodium falciparum Hsp90. S. cerevisiae expressing PfHsp90, BacTiter-Glo ATP, 48 h; yeast lacking PDR1 and PDR3 efflux regulators. inhibition, % at 9.4 µM. 0.32% of 310,000 active;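 active = every replicate shows inhibition above about 80%, whatever the replicate mean, limit read from the data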;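 also: 0% = DMSO neutral controls and 100% = 20 µM radicicol positive controls; yeast relying on Plasmodium falciparum Hsp90 in place of its own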
Rtt109 Vps75 = inhibitors of Candida albicans Rtt109/Vps75 histone acetyltransferase | Q5AAJ8 | purified Rtt109/Vps75, ThioGlo CoA-SH fluorescence, 4 h | inhibition, % at 34.9 µM | 0.16% of 330,000 active;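 active = inhibition of at least 50% in every replicate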
Target sequence (Q5AAJ8 whole entry, looked up): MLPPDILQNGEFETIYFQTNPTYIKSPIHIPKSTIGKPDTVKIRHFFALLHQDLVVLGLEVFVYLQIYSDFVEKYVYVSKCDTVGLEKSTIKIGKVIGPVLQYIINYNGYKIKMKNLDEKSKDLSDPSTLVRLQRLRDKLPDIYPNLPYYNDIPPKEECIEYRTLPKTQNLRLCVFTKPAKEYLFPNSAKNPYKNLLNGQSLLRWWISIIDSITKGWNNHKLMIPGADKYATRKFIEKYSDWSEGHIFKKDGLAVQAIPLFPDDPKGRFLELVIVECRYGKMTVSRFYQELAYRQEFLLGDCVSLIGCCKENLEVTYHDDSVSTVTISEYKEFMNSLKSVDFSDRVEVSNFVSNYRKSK
An asterisk follows results filed as active; · = no result given. No enrichment for hits; 1.9% or so of the library scored in one or more.

SMILES	PvdQ inh	Tat transport	AddAB inh	CAL PDZ FP	DAGLB inhibitor	E coli growth	Wnt act	phage Ecoli inh	PfHsp90 set2	Rtt109 Vps75
Cc1nn(-c2cc(C(F)(F)F)ccc2Cl)c2nc(C(Cl)(Cl)Cl)[nH]c(=O)c12	2	3	1.6	-2.0	6	2.3	-2	1.9	13	5
Cc1ccc(C)c(CSc2nnc([C@@H](N)C(C)C)o2)c1	15	-2	0.0	-0.1	-4	-1.1	-3	1.4	·	-5
CCCCOc1ccc(C(=O)NC)cc1	10	-5	-3.0	-0.5	4	1.0	·	2.8	-17	20
Cc1ccc(Cl)cc1NC(=O)CN1C(=O)NC(C)(C2CC2)C1=O (configuration not stated)	9	5	3.0	1.0	0	-1.3	-2	0.6	2	0
NC(=O)CC(NC(=O)Cc1ccc(Br)cc1)c1ccc(NCc2ccc(F)c(F)c2)c([N+](=O)[O-])c1 (configuration not stated)	-5	-2	2.6	0.1	14	-3.7	-12	-0.2	-36	-10
Cc1cc(-c2ccco2)n(CC(=O)NCc2ccccc2)n1	-6	-6	2.9	-0.7	-2	-0.2	2	5.0	2	18
CCN(CC)C(=O)CC(c1ccc(F)cc1)c1ccc(OC)cc1 (configuration not stated)	6	-8	5.8	-0.5	-6	-0.9	3	1.7	10	3
CC1CN(S(=O)(=O)c2cccs2)CC(C)O1 (configuration not stated)	-1	-3	1.6	0.4	-1	2.4	-2	1.4	25	-3
Cc1cccc(N2CCN(C(=S)Nc3ccc4nc(N5CCOCC5)cc(C)c4c3)CC2C)c1 (configuration not stated)	-14	24	1.7	-2.3	4	-0.6	-5	0.0	19	-4
COc1cccc(CNC(=O)CCCc2nnc3n(C)c(=O)c4sccc4n23)c1	3	1	1.8	-1.1	0	-4.3	-1	0.6	7	1
CCOc1ccc2[nH]c(=O)c(CN(Cc3nnnn3Cc3ccccc3)CC3CCCO3)cc2c1 (configuration not stated)	1	-1	1.8	-3.1	3	-2.1	5	1.3	-19	0
O=C(CN1CCCCC1)N/N=C/c1cccc(C(F)(F)F)c1	-1	-7	3.1	-0.7	0	-1.2	-1	-1.4	23	6
Cc1ccc(NC(=O)NCc2nc3ccccc3n2C)cc1	2	2	2.1	-3.9	1	-1.5	-3	-1.1	-8	-2
Cc1[nH]c2ccc(C(=O)NCCCN3CCCCCC3)cc2c1C	-3	3	2.9	-1.4	1	-0.5	-2	3.5	-4	1
C=CCn1c(=O)c(C(C)=O)cn(N(C)c2ncc(C(F)(F)F)cc2Cl)c1=O	4	-8	3.3	0.5	-3	1.2	-1	4.0	-1	-1
Cn1sccc1=O	1	-4	2.3	0.8	1	-1.2	-2	3.8	4	7
COc1ccc(/C=C/C(=O)OC(C)CN2CCOCC2)cc1 (configuration not stated)	5	18	-1.3	-1.3	-1	-4.4	·	4.2	-6	-6
COc1ccc(N(CC(=O)Nc2ccc(C)cn2)S(=O)(=O)c2c(C)nn(C)c2C)cc1	8	0	-0.2	-0.2	1	0.3	-4	1.2	4	-4
Nc1ccc2c(c1)C(=O)c1ccccc1-2	-10	3	-0.3	1.1	12	-0.4	32*	1.6	-29	-4
Cn1cccc1/C=N/n1c(-c2ccc(Cl)cc2Cl)n[nH]c1=S	-13	7	4.2	-6.3	6	1.2	·	3.5	·	-9
CCC(=O)NC(c1cc(Cl)c2cccnc2c1O)C1CC1 (configuration not stated)	-16	5	8.1	-0.7	6	11*	-3	14*	4	16
Cc1cnc(NC(=O)CCCNC(=O)c2ccc(Cl)cc2)s1	7	0	1.1	-0.5	1	-2.1	52*	3.8	3	-3
Cc1ccc(S(=O)(=O)CC(=O)Nc2ccc(S(=O)(=O)Nc3onc(C)c3C)cc2)cc1	0	-1	1.8	-1.6	4	1.6	·	0.0	·	6
O=C(Nc1ccccc1N1CCOCC1)C1CCCCN1S(=O)(=O)c1ccccc1 (configuration not stated)	-14	-1	0.2	-0.3	-3	0.2	0	3.8	25	-7
CCc1nnc(NC(=O)c2ccc(-c3ccc(Cl)cc3)o2)s1	-9	3	3.3	·	0	-0.9	·	2.3	17	5
N#CC(C#N)=C1NC2(CCCC2)Cc2ccccc21	-4	5	1.9	-1.4	2	1.3	-2	4.4	-9	-14
COc1ccc(-c2[nH]ncc2/C=N\NC(=O)c2ccc(Br)o2)cc1OC	2	-1	1.9	-4.2	-1	-0.2	-1	-1.5	4	30
CC1=Nc2cc(C(=O)N3CCCCC3)ccc2Sc2ccc(C)cc21	-7	3	2.4	-2.0	-1	-1.5	0	0.8	20	5
C[C@H](NC(=O)c1ccco1)C(=O)Nc1ccc(C#N)cc1	0	1	1.4	-0.9	1	-0.4	-2	-0.3	10	5
Cc1ccc(C(=O)N2Cc3ccccc3CC2C(=O)O)cc1 (configuration not stated)	1	-3	-2.1	-2.5	-1	-2.3	1	2.8	-15	·

Some values from the results shown.
In E coli growth, CCOc1ccc2[nH]c(=O)c(CN(Cc3nnnn3Cc3ccccc3)CC3CCCO3)cc2c1 (configuration not stated) has -2.1
In phage Ecoli inh, Cc1ccc(Cl)cc1NC(=O)CN1C(=O)NC(C)(C2CC2)C1=O (configuration not stated) has 0.6
In Wnt act, C=CCn1c(=O)c(C(C)=O)cn(N(C)c2ncc(C(F)(F)F)cc2Cl)c1=O has -1

Carrying on:
SMILES	PvdQ inh	Tat transport	AddAB inh	CAL PDZ FP	DAGLB inhibitor	E coli growth	Wnt act	phage Ecoli inh	PfHsp90 set2	Rtt109 Vps75
O=C(CSc1nnc(NC(=O)c2ccccc2[N+](=O)[O-])s1)NCc1ccco1	5	-6	2.3	-1.7	0	0.0	1	-0.7	16	-5
COc1ccc(N(Cc2cc3cc(OC)ccc3[nH]c2=O)C(=O)c2cccnc2)cc1	-15	-1	2.1	-1.8	-4	1.3	-1	2.1	7	-10
CCC(C)(C)NC(=O)C(c1cccc(OC)c1OC)N(C(=O)CCC(=O)Nc1cc(C)on1)c1ccc2c(c1)OCCO2 (configuration not stated)	-7	8	2.8	-2.2	2	3.1	0	2.6	0	-2
COC(=O)c1cc(-c2ccccc2)on1	-2	3	3.1	-1.4	-2	1.0	9	0.9	-3	2
COc1ccccc1NC(=O)Cn1cc(C(=O)C(=O)N2CCOCC2)c2ccccc21	-23	-1	4.3	-1.6	1	0.7	-1	1.8	3	-8
CC(=O)Nc1ccc(NC(=O)CC2(CC(=O)N3CCOCC3)CCCC2)cc1	-7	-6	·	-3.3	-1	·	8	1.7	15	-1
O=C(c1cccnc1Nc1ccccc1F)N1CCOCC1	13	-5	-0.3	0.6	-1	-0.3	-1	2.5	-8	2
O=C(C1=C[C@@H](c2coc3ccccc3c2=O)C[C@@H](OCc2ccc(CO)cc2)O1)N1CCN(Cc2ccc3c(c2)OCO3)CC1	0	4	1.4	-1.3	0	-1.6	-4	2.8	13	-2
Cc1csc(SCC(=O)Nc2nnc(C)s2)n1	-7	8	3.6	-1.6	1	2.5	5	-1.6	-26	3
Cc1[nH]c(=O)c(C#N)c2c1CSC(C)(C)C2	-3	8	-0.2	0.3	0	2.3	·	2.9	18	-1
C=CCn1c(C)cc(C(=O)CSc2nnc(Cc3ccccc3)o2)c1C	1	6	-1.4	·	-6	-0.4	·	6.4	·	-21
CCOC(=O)N1CCN(C2=Nc3cccc4cccc2c34)CC1	6	2	3.6	-0.1	2	0.9	·	0.7	3	3
CCOc1ccc(-c2nnc(SCC(=O)Nc3ccc4c(c3)c3ccccc3n4CC)n2N)cc1	10	3	0.2	0.1	0	0.1	-14	3.0	-12	4
CC(=O)NS(=O)(=O)c1ccc(NC(=O)/C=C/c2ccccc2Cl)cc1	19	2	3.4	-1.5	0	0.3	·	0.9	-8	6
CCCS(=O)(=O)N1CCC(C(=O)NCCN(CC)c2ccccc2)CC1	-14	2	1.4	·	0	0.2	·	0.4	24	-4
COc1cccc(NC(=O)COC(=O)c2ccc(C)c(S(=O)(=O)N3CCCCC3)c2)c1	-23	1	-0.1	-2.4	-7	0.2	1	0.6	17	-1
S=C(NCc1ccc(Cl)cc1)Nc1ccccc1	-3	-10	0.0	-2.6	0	0.3	1	5.0	-4	·
CCCOc1ccc(/C=N/Nc2ccc(C(=O)O)cc2)c(OCCC)c1	-7	5	·	-0.8	3	·	2	4.0	-19	20
CC(C)N(Cc1ccccc1)C(=O)COC(=O)c1ccc2c(c1)OCCO2	12	-6	0.5	-1.6	1	-1.4	4	1.2	-2	7
O=C(O)CCCC(=O)NNc1nc(-c2ccccc2)c2cc(Cl)ccc2n1	-14	-7	2.2	-1.4	4	-0.6	-1	0.2	6	-1
COc1cccc(-c2nc(=S)c3c(n2Cc2ccco2)CCCC3)c1	-12	1	0.1	-2.1	-13	-0.6	·	-3.5	-25	0
CC(C)NC(=O)CSc1ccccc1C(=O)N1CCN(S(=O)(=O)Cc2ccccc2)CC1	4	-6	·	1.3	0	·	2	4.4	·	2
COc1cccc(C=NNC(=O)C2CC2)c1	-4	0	·	-0.9	-2	·	-3	1.2	12	1
COc1cc(C(=O)N[C@H](C(=O)NC(C)C23CC4CC(CC(C4)C2)C3)C(C)C)cc(OC)c1OC (some centres not stated)	1	7	2.1	0.0	-4	-0.3	·	0.1	-28	12
Cc1ccc(NC(=S)N/N=C/c2c(C)[nH]c3ccccc23)cc1	-5	0	3.7	0.0	-2	2.4	2	4.6	13	12
O=C1c2ccccc2S(=O)(=O)c2cc(C(=O)N3CCC(C(=O)N4CCCCC4)CC3)ccc21	·	·	3.4	·	·	-0.2	0	0.3	·	·
O=C(O)C(Cc1ccc(Cl)cc1)NS(=O)(=O)c1ccc(Cl)cc1 (configuration not stated)	-2	-4	2.5	·	4	-0.3	0	1.3	-15	-7
Cc1cccc(NC(=O)CSc2nnc(-c3cc(C)n(-c4ccccc4)c3C)o2)c1C	-3	7	1.1	-1.6	-7	-0.8	·	-0.2	-43	14
CC(C)OC(=O)CSc1nc2cccnc2n1-c1ccc(F)cc1	-4	-3	-0.2	-2.0	-5	-1.1	-8	0.3	11	-8
Cc1ccc(S(=O)(=O)N2[C@@H](c3cccc(Cl)c3)C(C(=O)O)=CC[C@H]2c2ccc3c(c2)OCO3)cc1	-5	2	0.8	-3.5	9	-1.3	-2	0.7	-20	5

The listing continues:
SMILES	PvdQ inh	Tat transport	AddAB inh	CAL PDZ FP	DAGLB inhibitor	E coli growth	Wnt act	phage Ecoli inh	PfHsp90 set2	Rtt109 Vps75
CCOC(=O)c1[nH]c(C)c(C(=O)N2CCc3c([nH]c4ccccc34)C2c2ccccn2)c1C (configuration not stated)	-4	7	1.5	-0.3	1	-3.8	-2	1.5	-7	16
Cn1c(SCc2c(F)cccc2Cl)nnc1-c1cnccn1	4	0	-1.0	-1.7	-2	-1.2	42*	4.8	·	6
CCC(/C=N/NC(=O)CCCCC(=O)N/N=C/C(CC)CC)CC	-2	-2	0.7	-2.3	-1	-2.3	-22	3.4	15	17
CCCSCCCNC(=O)Cn1nc(CC)n2c(cc3c(OC)cccc32)c1=O	6	-12	1.1	-1.4	1	0.7	-4	-2.9	-14	-6
Brc1ccc(-c2nnc3n2C2(CCCC2)Cc2ccccc2-3)o1	-5	5	0.7	-3.4	2	-0.7	2	2.5	·	-8

Source: PubChem BioAssay (several laboratories)
